# Screens from PubChem.
# Pf gametocyte = inhibitors of late stage P. falciparum gametocyte viability; P. falciparum stage V gametocytes, ATP luminescence, 24 h; inhibition, % at 10.9 µM; 0.065% of 150,000 active; AID 743093;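 active = inhibition above the mean plus 3 SD of compounds within the control limits, set per campaign, cut at about 38% in these data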;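 also: 0% = DMSO wells and 100% = medium only without gametocytes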
# Bim-Mcl-1 = disrupts Bim peptide binding to human Mcl-1; Bead-based flow cytometry, Bim peptide-Mcl-1 binding; inhibition, % at 10 µM; 0.1% of 190,000 active; AID 1009; Q07820; in the data active = inhibition above about 40%;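 also: 0% = no compound tracer wells and 100% = peptide blocker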
# Target sequence (Q07820 whole entry, looked up): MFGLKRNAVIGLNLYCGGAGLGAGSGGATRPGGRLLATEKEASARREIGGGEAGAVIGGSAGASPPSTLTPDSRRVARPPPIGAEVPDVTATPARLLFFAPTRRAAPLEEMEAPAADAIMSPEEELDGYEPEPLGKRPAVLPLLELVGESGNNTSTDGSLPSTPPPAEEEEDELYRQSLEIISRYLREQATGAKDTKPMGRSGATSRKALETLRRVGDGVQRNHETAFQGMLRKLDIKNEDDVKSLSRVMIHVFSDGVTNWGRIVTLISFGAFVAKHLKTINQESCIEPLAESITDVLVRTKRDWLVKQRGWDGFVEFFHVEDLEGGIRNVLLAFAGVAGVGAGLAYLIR
# Mcl1-Noxa inh = Mcl-1/Noxa interaction inhibition. TR-FRET Mcl-1/Noxa peptide binding, 2 h. inhibition, % at 21.7 µM. 1.5% of 220,000 active. AID 1022. Q07820;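 active = compounds that cut the protein-peptide binding signal by more than 50% relative to plate controls in a single-dose test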;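 also: His-tagged Mcl-1 with rhodamine Noxa BH3 peptide and terbium anti-His antibody; 0% = Mcl-1 plus Noxa peptide wells and 100% = peptide-only wells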
# Mcl1 Bid PPI = disrupts binding of human Mcl-1 to Bid peptide; TR-FRET Mcl-1/Bid-Dy647 peptide binding, 1536-well; inhibition, % at 21.7 µM; 0.97% of 220,000 active;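 active = compounds that cut the binding signal by more than half at the single screening dose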;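 also: His-tagged Mcl-1 with europium anti-His antibody binding Bid BH3 peptide; 0% = Mcl-1 plus peptide wells and 100% = peptide-only wells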
# Cdc42 wt GTP = human Cdc42 wildtype GTP binding change, either direction | P60953 | GST-Cdc42 beads, Bodipy-GTP binding, flow cytometry; actives lie on both sides | 0.2% of 190,000 active | percent activity (GTP binding), % at 10 µM | AID 761;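 active = percent activity GTP binding at least 20 points away from the 100% baseline, either down as inhibitor or up as activator; inconclusive = compound flagged as likely green fluorescent from well-wide comparison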;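 also: median bead fluorescence of bound Bodipy-FL-GTP at 100 nM; 0% = excess unlabeled GTP control and 100% = no compound control; below 100% means less GTP binding so inhibitor and above means activator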
# Target sequence (P60953 whole entry, looked up): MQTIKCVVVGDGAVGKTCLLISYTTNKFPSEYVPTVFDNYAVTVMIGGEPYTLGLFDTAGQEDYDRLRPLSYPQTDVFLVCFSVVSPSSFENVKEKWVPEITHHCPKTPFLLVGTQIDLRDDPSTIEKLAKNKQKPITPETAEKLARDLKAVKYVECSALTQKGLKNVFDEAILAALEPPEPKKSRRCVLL
# Rac1 wt modul = alters GTP binding to wildtype human Rac1 | 0.27% of 190,000 active | P63000 | GTP binding activity (% of control), % at 10 µM | GST-Rac1 beads, fluorescent GTP binding, flow cytometry; actives lie on both sides; 0 = cold GTP competed, 100 = untreated;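 active = GTP binding activity at least 20 points away from the 100% control level, either lower or higher; inconclusive = compound flagged as likely green fluorescent, judged across all proteins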
# HRas wt GTP bind = human HRas wildtype GTP binding, change in either direction | P01112 | GST-Ras wt beads, Bodipy-FL-GTP binding, flow cytometry; actives lie on both sides | GTP binding activity, % at 10 µM | 0.14% of 190,000 active | AID 759;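 active = GTP binding activity at least 20% away from the 100% baseline, either lowered as inhibitor or raised as activator; inconclusive = flagged as likely green fluorescent, judged across all proteins in the well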;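 also: 0% = unlabeled GTP competition control and 100% = no-compound control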
# Target sequence (P01112 whole entry, looked up): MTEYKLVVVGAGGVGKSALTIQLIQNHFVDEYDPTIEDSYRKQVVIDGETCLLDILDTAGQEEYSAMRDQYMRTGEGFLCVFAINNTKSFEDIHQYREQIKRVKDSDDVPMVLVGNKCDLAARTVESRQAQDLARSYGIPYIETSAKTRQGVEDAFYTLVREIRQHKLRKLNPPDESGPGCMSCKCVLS
# RGS8-Gao reg = regulators of human RGS8-Galphao interaction; multiplexed bead flow cytometry, RGS8-Galphao binding; actives lie on both sides; P09471; 0.34% of 220,000 active; AID 1423; response (percent of control binding), % at 10 µM; in the data active = response below about 60% or above about 140%; inactive = in between;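 also: Galphao activated as the GDP aluminium fluoride complex binding bead-coupled RGS8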
# Rab7 wt modul = dog Rab7 wildtype GTP binding, inhibitors and activators; GTP binding activity (percent of control), % at 10 µM; GST-Rab7 beads, fluorescent GTP binding, flow cytometry; actives lie on both sides; untreated = 100%, excess cold GTP = 0%; 0.055% of 190,000 active;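 active = fluorescent GTP binding to Rab7 beads changed by at least 20 points from the 100% baseline, either direction, mostly lower; inconclusive = compound itself probably fluorescent, or too few beads counted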;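 also: median green fluorescence of bound Bodipy-FL-GTP per Rab7 bead population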
# Rac1 act GTP bind = human Rac1 activated mutant GTP binding change. 0.11% of 190,000 active. GST-Rac1 activated beads, fluorescent GTP binding, flow cytometry; actives lie on both sides; 100% means binding = to untreated wells. percent activity (GTP binding), % at 10 µM;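 active = GTP binding at least 20 percentage points away from the 100% baseline, in either direction, so actives lie on both sides; inconclusive = Compound likely fluorescent itself, or too few beads counted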
# Rab2 wt GTP = changes GTP binding to wildtype dog Rab2A, up or down; AID 760; GST-Rab2 wt beads, Bodipy-GTP binding, flow cytometry; GTP binding activity, % at 10 µM; P61105; 0.19% of 190,000 active;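 active = GTP binding activity at least 20 points away from 100%, either lowered or raised; inconclusive = signal likely due to the compound's own green fluorescence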;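 also: 0% = beads with excess unlabeled GTP and 100% = no-compound control corrected for plate trend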
# Numbers without * were called inactive; ? = inconclusive; · = no result given.
SMILES	Pf gametocyte	Bim-Mcl-1	Mcl1-Noxa inh	Mcl1 Bid PPI	Cdc42 wt GTP	Rac1 wt modul	HRas wt GTP bind	RGS8-Gao reg	Rab7 wt modul	Rac1 act GTP bind	Rab2 wt GTP
O=c1[nH]nc(-c2cccs2)c2ccccc12	·	0	0	-32	95	97	96	98	101	97	96
CCOC(=O)C1=C(C)NC2=C(C(=O)CC(c3cccs3)C2)C1c1cccs1 (stereo unspecified)	-2	3	5	-15	103	106	104	102	97	100	102
COc1cc(OC)cc(C(=O)Oc2ccc(/C=N/Nc3nc4ccccc4s3)cc2OC)c1	·	-1	13	-42	101	102	102	98	101	104	101
CCOC(=O)c1c(NC(=O)C2CC2)sc(C)c1CC	·	-6	7	-12	99	101	101	100	98	98	99
CCC(=O)N1CCc2cc(S(=O)(=O)N(CC)c3cccc(C)c3)ccc21	·	2	1	-2	106	106	104	100	102	102	101
CCNc1nc(NCC)nc(N(n2cnnc2)S(=O)(=O)c2ccc(C)cc2)n1	10	-6	2	-37	102	103	103	97	99	98	97
O=C(Nc1ccc(F)cc1)c1cc(Cl)sc1Cl	-8	2	5	-2	99	104	100	104	107	96	104
O=C(O)CC(NCc1ccco1)C(=O)OCCCl (stereo unspecified)	-6	0	8	-26	95	98	98	106	103	97	98
COc1ccc(-c2nnnn2CCc2ccccc2)cc1	·	-1	35	-4	102	102	102	100	101	98	101
OC(COc1ccc2cc(Br)ccc2c1)CN1CCOCC1 (stereo unspecified)	·	-3	-8	-10	102	105	103	·	99	98	99
CCn1c(=O)n(CC)c2cc(S(=O)(=O)Nc3cc(C)cc(C)c3C#N)ccc21	4	1	-6	4	100	107	101	101	98	98	100
COc1ccc(C2=NN(CCC(=O)NCc3cccs3)C(=O)CC2)cc1	-9	-1	-11	-30	101	103	102	102	103	99	101
CNS(=O)(=O)c1ccc(NC(=S)Nc2ccc3c(c2)OCO3)cc1	10	0	11	-25	96	97	95	97	95	93	97
Cc1ccc(N2CC(O)=C(c3nc4ccccc4c(=O)[nH]3)C2=N)cc1C	2	0	-13	-4	92	96	99	100	93	96	97
CN1CCN(CC(=O)Nc2cccc([N+](=O)[O-])c2)CC1	13	0	-17	-4	97	102	97	98	95	99	97
CCOc1cc(NC(=O)c2cnccn2)c(OCC)cc1NC(=O)c1cccc(F)c1	·	-1	40	46	96	92	91	102	90	94	93
CCSc1nc2c(c(=O)[nH]1)C(c1ccccn1)C1=C(CC(C)(C)CC1=O)N2 (stereo unspecified)	·	-5	9	-25	98	96	99	101	97	96	96
C/C(=N\Nc1ccc([N+](=O)[O-])cc1[N+](=O)[O-])C(C)C(C)C (stereo unspecified)	-8	-3	22	5	96	98	94	101	99	92	93
O=C(NC(=S)NNC(=O)c1cccs1)c1ccc(Br)o1	21	-9	-86	-121	101	100	102	101	99	98	100
COc1ccc(NC(=O)CN2CCCCC2)cc1	15	0	13	9	96	95	97	104	96	95	99
CC1=C(C(=O)OCCNC(=O)c2ccccc2O)C(c2ccccc2[N+](=O)[O-])C(C(=O)OCC2CCCO2)=C(C)N1 (stereo unspecified)	4	0	32	-2	107	108	96	100	97	102	92
CCOC(=O)C1(CCOC)CCN(C(=O)c2sccc2C)CC1	2	8	-5	-13	92	93	95	90	100	93	93
O=C1CC(N2CCC(c3nc4ccccc4o3)CC2)C(=O)N1c1ccc(F)cc1 (stereo unspecified)	-15	0	5	-43	91	97	94	101	94	97	94
Cc1nonc1NC(=O)OCCN1CCOC1=O	·	1	-6	-6	102	106	102	103	101	99	102
CC1CCCCN1CCNC(=O)Cn1nc(-c2ccccc2)ccc1=O (stereo unspecified)	-8	-7	15	-18	107	106	105	102	104	100	106
COc1ccc(Br)cc1C(=O)Nc1cccc(NC(=O)c2ccco2)c1	16	-1	7	3	98	99	95	103	96	97	97
CC(=O)c1cccc(NC(=O)CN(c2ccc(F)cc2)S(C)(=O)=O)c1	·	-4	-1	-2	100	99	99	100	98	97	98
Cc1ccc2c(c1)CCCN2C(=O)c1cc2ccccc2oc1=O	·	-4	7	23	103	104	102	101	101	99	100
COc1ccc(/C=C/C(=O)C23CC4CC(CC(C4)C2)C3)cc1CN1CCOCC1	4	-1	-3	-18	96	96	94	101	95	95	96
Cc1ccc(-c2nc3s/c(=C\c4ccco4)c(=O)n3n2)cc1	·	-3	52*	22	102	107	104	105	103	100	103
O=C(Nc1ccccc1)N(Cc1ccc2c(c1)OCO2)Cc1nc2ccccc2c(=O)[nH]1	19	0	25	-10	102	100	101	99	96	99	101
COc1ccc(Cn2cc(C(=O)O)c(=O)c3ccccc32)cc1	1	4	4	-15	100	100	98	102	96	96	99
CN1CC2(C)OC(=O)C(Cl)=C2CC1c1ccccc1 (stereo unspecified)	-10	-5	4	1	97	103	99	111	97	98	98
O/N=C1\CCCCc2ccccc21	·	0	-1	-30	99	96	97	108	94	93	96
COc1ccc(CCc2nnc(CCC(=O)N(C)Cc3ccncc3C)o2)cc1	-8	0	17	-1	95	101	97	100	93	97	91
Cc1ccccc1-c1nc(CN(C)C(C)c2ccon2)c(C)o1 (stereo unspecified)	8	-1	-9	-35	96	101	101	108	106	98	99
CC(C)CCn1c(O)c(N=NC(=O)Cn2ccc(C(F)(F)F)n2)c2ccccc21	10	-3	5	-31	92	97	97	100	98	96	93
CCCn1c(N2CCN(CC(=O)NCc3cccs3)CC2)nc2ccccc21	·	-2	16	35	100	100	99	100	99	100	100
Cc1ccc(Nc2nc(N)nc(CSC(=S)N3CCOCC3)n2)c(C)c1	-11	6	7	-18	103	104	102	99	100	100	102
CCOc1ccc(/C(C)=N/N2C(=O)C(CC(=O)Nc3ccc(OC)cc3[N+](=O)[O-])SC2=Nc2cccc(C)c2C)cc1 (stereo unspecified)	·	-1	23	-4	102	104	102	105	103	101	100
Cn1nc([N+](=O)[O-])nc1Sc1ccc(C(C)(C)C)cc1	2	-1	-1	-21	97	98	100	96	101	93	98
CCNc1nc(NCC)nc(Oc2ccc(OCc3ccccc3)nn2)n1	·	1	-4	-4	98	96	95	95	96	94	96
COc1cccc(=O)c2c(C)n(-c3cc(C)cc(C)c3)c(C)c12	5	-4	0	-34	?	?	?	97	?	?	?
O=C1c2ccccc2CCC1C(O)c1ccccn1 (stereo unspecified)	·	-2	5	-8	98	99	96	104	94	97	99
Cn1nc(C(=O)NCc2ccccc2)c2ccccc2c1=O	·	0	-8	4	103	102	100	101	96	99	100
CCOc1ccc(Nc2nc(Cc3nnc(SCC(=O)NCc4ccco4)n3CC)cs2)cc1	·	-2	-65	-55	97	94	96	100	95	96	94
COc1ccc(-c2cc(-c3ccc(Br)cc3)nc3ncnn23)cc1OC	·	0	2	3	101	102	102	97	100	96	101
CCOc1ccc(N2C(=O)CN(CC(=O)OC)C2=S)cc1	1	-1	-5	-19	100	98	98	106	97	96	97
O=C(Nc1c2n(c(=S)n(-c3ccccc3)c1=O)CCCCC2)c1ccccc1	-3	-2	9	-6	98	99	100	100	104	97	99
CN1CCC(Oc2ccccc2Sc2ccc(C(F)(F)F)cc2)CC1	-2	-3	30	22	101	105	102	103	103	100	100

# More records.
SMILES	Pf gametocyte	Bim-Mcl-1	Mcl1-Noxa inh	Mcl1 Bid PPI	Cdc42 wt GTP	Rac1 wt modul	HRas wt GTP bind	RGS8-Gao reg	Rab7 wt modul	Rac1 act GTP bind	Rab2 wt GTP
Cc1ccc(S(=O)(=O)/N=C(/NC(=S)Nc2cccc(C)c2)c2ccccc2)cc1	0	-2	9	10	97	98	95	100	94	96	95
COc1ccc(-c2noc(Cc3ccc(Cl)cc3)n2)cc1OC	·	0	16	6	100	104	99	98	96	97	99
COC(=O)c1sc(=S)n(-c2cc(F)ccc2F)c1N	·	-6	-3	-15	104	106	102	93	99	103	100
Cc1cccn2cc(CSc3nnc(Nc4ccc(C(C)C)cc4)s3)nc12	9	-6	-9	-46	100	102	97	100	96	98	97
Cc1cccc(NC(=O)C2(c3ccccc3)CC2(Cl)Cl)c1 (stereo unspecified)	·	0	-4	-11	99	99	98	102	99	96	99
CC1(C)C(=O)C2(CCCCC2)C(=O)OC1c1ccc(O)cc1 (stereo unspecified)	·	-6	1	-7	97	95	97	100	96	94	94
CCOC(=O)c1sc(Nc2ccc(C)cc2C)nc1C	·	0	15	8	105	107	102	100	96	98	99
Cc1ccc(CNC(=O)c2ccc(Cl)cc2[N+](=O)[O-])cc1	-14	-3	9	-2	99	98	99	100	98	99	97
COCCn1c(SCC(=O)N2CC(=O)Nc3ccccc32)nc2ccccc21	-8	-5	16	-13	104	105	101	101	97	101	98
C/C(=N/NC(=O)c1sc(NS(=O)(=O)c2ccccc2)nc1C)c1ccccc1	-19	-4	14	6	99	99	97	102	96	98	98
CC(NC(=O)OC(C)(C)C)C(=O)Oc1ccc2ccc(=O)oc2c1 (stereo unspecified)	11	-2	2	1	102	103	102	102	101	99	99
CCCOc1ccc(C(CC(=O)O)NC(=O)c2sc3ccccc3c2Cl)cc1 (stereo unspecified)	·	0	1	-1	72*	76*	77*	104	93	69*	75*
Nc1ccc2c(c1)OC1(CCCCC1)O2	5	-3	5	-59	93	97	96	97	102	94	96
CC(C)CC1(C)NC(=O)N(CC(=O)Nc2ccc3c(c2)CCC3)C1=O (stereo unspecified)	-4	2	-3	-7	94	101	93	94	94	95	95
CC1=Nc2ccc(C)cc2/C1=C/c1c(N)n2c(S(=O)(=O)C(C)C)nsc2nc1=O	12	-2	81*	17	89	94	97	110	100	89	92
Cc1cc(C(=O)COC(=O)CNC(=O)c2ccco2)c(C)n1Cc1ccco1	·	-11	24	-24	100	100	97	103	97	95	98
O=C(N/N=C/c1ccco1)C1CC1	19	-3	20	-13	103	107	105	98	97	104	103
CSc1nc(-c2ccco2)cc(C(F)(F)F)c1C#N	·	4	-9	12	101	103	98	115	99	100	97
CCOc1ccc(CN(C)C(=O)c2cccnc2SC)cc1OC	·	3	0	-8	95	96	95	103	97	96	94
CN(C)S(=O)(=O)c1ccc(S(=O)(=O)N(Cc2ccco2)Cc2ccccc2Cl)cc1	·	0	18	-6	102	105	99	103	97	97	100
O=C(c1cccc(F)c1)N1CCN(c2cccc(Cl)c2)CC1	18	-2	17	-8	99	99	100	104	100	96	100
CC(=O)c1c(O)c2ccccc2n(C)c1=O	-2	0	51*	-21	95	99	95	95	102	94	94
